ERa SRC1 pot: ER-alpha (human) coactivator binding potentiation; TR-FRET ERalpha-LBD/SRC-Cy5 coactivator binding, 2 h; 100 = basal binding, no effect; P03372; actives 1.3% (n = 86,000); coactivator binding (% of control), % at 25.6 µM; AID 639; in the data active = activity above about 200%;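 also: binding measured in presence of low estradiol as agonist stimulus; 0% = peptide alone without receptor and 100% = receptor with peptide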
Smad3 inh: blocks human Smad3 binding to FoxH1 peptide | TR-FRET Smad3/Dy647-FoxH1 peptide binding, europium anti-His | inhibition, % at 25 µM | actives 0.29% (n = 88,000);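 active = compounds that reduce the energy-transfer binding signal between the protein and its labelled peptide by more than half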;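 also: 0% = Smad3 plus labelled peptide maximal FRET and 100% = peptide-only background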
Target sequence (P84022 whole entry, looked up): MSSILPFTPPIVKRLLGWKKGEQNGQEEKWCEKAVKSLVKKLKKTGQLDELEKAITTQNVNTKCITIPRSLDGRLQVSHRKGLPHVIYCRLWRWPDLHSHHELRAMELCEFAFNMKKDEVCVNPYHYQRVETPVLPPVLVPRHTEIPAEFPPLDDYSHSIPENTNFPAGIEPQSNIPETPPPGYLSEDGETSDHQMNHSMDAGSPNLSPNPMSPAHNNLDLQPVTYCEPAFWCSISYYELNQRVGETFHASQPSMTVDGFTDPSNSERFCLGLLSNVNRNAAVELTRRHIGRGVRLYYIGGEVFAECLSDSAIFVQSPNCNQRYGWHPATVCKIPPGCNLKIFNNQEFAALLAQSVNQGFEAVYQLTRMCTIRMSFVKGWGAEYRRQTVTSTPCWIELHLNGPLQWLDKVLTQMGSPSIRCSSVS
H69AR growth 86K: growth inhibitors of human H69AR lung tumor cells. viability, % at 10 µM. actives 6% (n = 85,000). AID 598. H69AR lung tumor viability, ATP luminescence, 72 h; stronger effect = lower value;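 active = viability at or below 40%; inactive = viability above 40%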;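 also: multidrug resistant small cell line overexpressing MRP-1 efflux transporter; 100% = mean luminescence of untreated control wells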
ERb coact inh: blocks coactivator binding to human estrogen receptor beta. Q92731. TR-FRET ER-beta LBD / SRC1-Cy5 peptide binding; receptor agonist-loaded with 1 µM estradiol. inhibition, % at 25.6 µM. actives 1.3% (n = 86,000). AID 633;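 active = compounds whose percent inhibition of the receptor-coactivator binding signal exceeds about 50% in the single-dose screen, limit read from the data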;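 also: 0% = receptor plus peptide wells without compound and 100% = peptide-only wells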
sEH activator: increases human soluble epoxide hydrolase activity. P34913. purified human sEH enzymatic activity, activator screen. activation, % at 2 µM. actives 0.04% (n = 91,000). AID 717; in the data active = activation above about 37%; also: values of inactives mirror those of a sister screen read the other way
Target sequence (P34913 whole entry, looked up): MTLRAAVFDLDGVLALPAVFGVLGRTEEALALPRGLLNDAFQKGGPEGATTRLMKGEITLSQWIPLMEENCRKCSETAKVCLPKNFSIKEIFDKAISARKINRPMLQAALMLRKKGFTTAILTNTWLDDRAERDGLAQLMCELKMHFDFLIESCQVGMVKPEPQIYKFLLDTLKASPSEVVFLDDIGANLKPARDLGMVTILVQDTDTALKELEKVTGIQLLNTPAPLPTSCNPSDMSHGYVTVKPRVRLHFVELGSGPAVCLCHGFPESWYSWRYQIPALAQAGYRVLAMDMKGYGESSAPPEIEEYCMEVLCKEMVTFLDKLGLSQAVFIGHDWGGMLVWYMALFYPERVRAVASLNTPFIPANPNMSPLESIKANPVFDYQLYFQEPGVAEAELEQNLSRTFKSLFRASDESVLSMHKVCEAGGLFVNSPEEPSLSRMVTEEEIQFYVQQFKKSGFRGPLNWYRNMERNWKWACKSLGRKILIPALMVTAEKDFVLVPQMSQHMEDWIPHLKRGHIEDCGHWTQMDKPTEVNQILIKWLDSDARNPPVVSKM
Lung fibro prol: blocks proliferation of human lung fibroblasts | LL 47 human lung fibroblast viability, ATP luminescence; stronger effect = lower value | viability, % at 10 µM | actives 1.1% (n = 85,000);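 active = viability at or below 50% in the single dose screen; inactive = viability above 50%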;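 also: compound exposure lasted 72 h before the ATP readout; 100% = median luminescence of untreated cell-only wells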
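Material: human LL 47 lung fibroblast cells; quantity: 1,150 cells/well; medium: IMEM plus 15% FBS; doses: 0.1% DMSO in all compound wells; timing: overnight attachment after seeding, then 72 h compound exposure at 37 °C; detection: CellTiter-Glo luminescence; measure: % viability of median cell-only signal; controls: cell-only wells, no compound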
HUVEC prolif 384: inhibitors of human endothelial cell proliferation | actives 1.1% (n = 86,000) | HUVEC proliferation, CellTiter-Glo luminescence, 72 h; stronger effect = lower value | viability, % at 10 µM (by protocol) | AID 648;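 active = viability at or below 30%; inactive = viability above 30%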;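 also: 100% = median luminescence of DMSO-only cell control wells on each plate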
Calb biofilm kill: kills Candida albicans biofilms | C. albicans biofilm + clotrimazole, Alamar Blue | AID 834 | actives 0.14% (n = 85,000) | inhibition, % at 6 µM;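 active = inhibition above 20%; inactive = inhibition below 20%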;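 also: preformed 24 hr biofilms exposed to compound for 48 hr; 0% = biofilm without compound and 100% = blank killed by clotrimazole plus chlorhexidine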
ERa coact inh: ER-alpha (human) coactivator binding inhibition; actives 1.7% (n = 86,000); inhibition, % at 25.6 µM; TR-FRET ER-alpha LBD / SRC-1 peptide, estradiol-bound; AID 629; P03372; in the data active = inhibition above about 50%;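 also: 0% = receptor plus peptide control and 100% = peptide only without receptor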
Starred values were filed as active, the others as inactive; . = no result given; [ ] = another dose, or the depositor's remark.

SMILES	ERa SRC1 pot	Smad3 inh	H69AR growth 86K	ERb coact inh	sEH activator	Lung fibro prol	HUVEC prolif 384	Calb biofilm kill	ERa coact inh
CC(=O)n1cc(Nc2ccccc2C(=O)O)c2ccccc21	100	2	54	0	-10	101	105	3	-9
COC(=O)c1cnc2c(C(F)(F)F)cccc2c1OC	117[fluorescence artefact?]	12	91	-10	-4	94	98	1	-9
Cc1ccc(CNC(=O)CN(C)S(=O)(=O)c2cccc3nsnc23)cc1	115	1	108	-4	-5	.	99	8	-1
O=C(CC12CC3CC(CC(C3)C1)C2)N1CCCC1	110	0	96	-4	-23	96	102	0	-6
O=C(NC1CCCCC1)N(Cc1nc2ccccc2c(=O)[nH]1)C1CCCC1	122	-6	64	-7	.	95	102	8	-10
COc1ccc(C2=[N+]([O-])C(C)(C)N(O)C2C)cc1 (stereo not drawn)	101	6	97	-9	2	.	96	2	-19
CC(C)(C)NC(=O)CSc1nc(O)cc(=O)n1-c1ccccc1F	91[fluorescence artefact?]	0	93	7	.	110	110	6	8
CCn1cc(SCC(=O)NCc2ccc3c(c2)OCO3)c2ccccc21	111	5	87	53*	.	101	75	10	-5
Cc1cc(NS(=O)(=O)c2ccc(NC(=O)c3cc4ccccc4o3)cc2)nc(C)n1	96	4	83	-1	-8	106	86	-4	3
CC(C)C(=O)Nc1nnc(Cc2ccccc2)s1	107[fluorescence artefact?]	15	92	4	12	95	96	7	-1[fluorescence artefact?]
CCOC(=O)C1CCN(CC(=O)c2c(C)[nH]c3cc(C)ccc23)CC1	111	1	82	-14	-9	104	82	-1	-12
CCOc1ccc(NC(=O)c2ccncc2)cc1	130	-6	111	15[fluorescence artefact?]	1	111	103	0	2
CCOC(=O)N1CCC(Nc2ncnc3c2cnn3-c2ccccc2)CC1	100	-14	28*	3	.	99	93	4	2
CCOC(=O)c1cnn(-c2sc(C(=O)OCC)c(C)c2C(=O)OCC)c1N	29[fluorescence artefact?]	-9	24*	64*[fluorescence artefact?]	2	101	59	-8	63*[fluorescence artefact?]
N#CC(C(=O)NC1CCCCC1)c1nc2ccccc2nc1N1CCN(c2ccccc2F)CC1 (stereo not drawn)	101	-4	94	-1	14	105	61	-2	-5
NC(=O)c1ccsc1NC(=O)c1cccs1	114	-3	87	2[fluorescence artefact?]	2	94	103	4	0
O=C1Nc2ccccc2C(O)(C(=O)NC2CC2)N1c1ccc(Cl)c(Cl)c1 (stereo not drawn)	86	-14	98	1	.	99	94	-1	-1
CCOC(=O)c1ccc(CNC(=O)CCC(=O)O)cc1	73	3	90	18	4	103	111	10	18
Cc1cc(Cl)c(S(=O)(=O)Nc2ccc3c(c2)OCO3)cc1OCC(=O)NC1CCCCC1	80	-8	83	7	0	100	82	5	8
Cc1ccc2cc(CN(CCN3CCCC3)C(=O)Nc3ccccc3)c(=O)[nH]c2c1C	98	6	74	4	-8	98	78	4	15
Cc1ccc(-n2nc(C(=O)O)cc2-c2ccccc2)cc1	107	-2	122	2	-6	106	94	1	0
CCc1nnc(NC(=O)c2nc3nccc(C)n3n2)s1	109	2	98	9	-6	107	102	9	8[fluorescence artefact?]
O=C(c1cn(CC(=O)N2CCCCC2)c2ccccc12)C1CC1	131	-4	74	-8	-2	104	95	-4	-8
Cc1ccc(N(C(C)C(=O)N2CCCCC2)S(C)(=O)=O)cc1C (stereo not drawn)	92	8	86	-7[fluorescence artefact?]	4	102	91	-1	-1[fluorescence artefact?]

Four of these compounds in a different format.
Below each compound – ERa SRC1 pot | Smad3 inh | H69AR growth 86K | ERb coact inh | sEH activator | Lung fibro prol | HUVEC prolif 384 | Calb biofilm kill | ERa coact inh
NC(=O)c1ccsc1NC(=O)c1cccs1
  114 | -3 | 87 | 2[fluorescence artefact?] | 2 | 94 | 103 | 4 | 0
CCOC(=O)c1cnn(-c2sc(C(=O)OCC)c(C)c2C(=O)OCC)c1N
  29[fluorescence artefact?] | -9 | 24* | 64*[fluorescence artefact?] | 2 | 101 | 59 | -8 | 63*[fluorescence artefact?]
O=C(c1cn(CC(=O)N2CCCCC2)c2ccccc12)C1CC1
  131 | -4 | 74 | -8 | -2 | 104 | 95 | -4 | -8
N#CC(C(=O)NC1CCCCC1)c1nc2ccccc2nc1N1CCN(c2ccccc2F)CC1 (stereo not drawn)
  101 | -4 | 94 | -1 | 14 | 105 | 61 | -2 | -5

Carrying on:
SMILES	ERa SRC1 pot	Smad3 inh	H69AR growth 86K	ERb coact inh	sEH activator	Lung fibro prol	HUVEC prolif 384	Calb biofilm kill	ERa coact inh
CCN(CC)C(=O)CSc1nc2ncc(Cl)cc2[nH]1	92	0	.	-6	3	102	93	-1	31
CCn1c(C)c(C(C)=O)c(N2CCN(c3ccccn3)CC2)nc1=S	126	2	95	-17[fluorescence artefact?]	-13	101	93	5	-20
COc1cc(CC(=O)OCC(=O)c2ccc3c(c2)OCCO3)cc(OC)c1OC	96	14	33*	-13	6	53	38	0	4
CCCc1nc2ccccc2c(C(=O)OCC(=O)Nc2cccc(S(=O)(=O)N3CCOCC3)c2)c1CC	114	-8	35*	5[fluorescence artefact?]	.	101	55	5	11
O=C(COC(=O)c1cccc(C(=O)OCC(=O)NC2CCCCC2)n1)NC1CCCCC1	118	-6	103	-4	8	102	96	5	-2
Cc1ccc(C(=O)N/C(=C\c2cccs2)C(=O)NC2CCCCC2)cc1	95	-8	94	2	-3	90	109	-1	-7
Clc1ccc(-c2nnc3sc(-c4ccccn4)nn23)cc1	105	-2	96	7	-6	114	108	4	9
OCCN1CCN(c2nc(NCc3ccco3)c3ccccc3n2)CC1	138	0	83	-6	5	96	91	7	-9
Cc1sc2ncn3cnnc3c2c1C	115	3	90	2[fluorescence artefact?]	4	94	84	8	-6
COC(=O)C1=C(N)Oc2cc(C)n(Cc3cccnc3)c(=O)c2C1c1ccc(OC)c(OC)c1 (stereo not drawn)	112	-9	99	-8	13	115	110	-5	0
CC(=O)N1CCN2C(=O)C1CCCC(=O)c1cc(C)ccc12 (stereo not drawn)	98	-4	94	-4	0	96	94	4	-6
CC(=O)c1cccc(NC=C2C(=O)OC3(CCCCC3)OC2=O)c1	107	1	87	-10	6	87	93	6	-8
Cc1cccc(N2C(=O)CS/C2=N\NC(=O)c2ccc(Br)cc2)c1C	112	-1	95	5	-7	96	112	9	-1
CC(C)CCN(C(=O)Nc1ccccc1)C(C)c1cccs1 (stereo not drawn)	109	3	98	3	-13	91	94	6	4
Cc1ccc(S(=O)(=O)n2cnc3ccccc32)c(C)c1	95	6	86	-12	2	99	92	6	-4
COc1ccc(N/C=C(\C#N)c2ccc(OCCCF)cc2)cc1	99	3	91	0	4	103	84	5	-9
COc1ccc(C2CC(c3ccc(Cl)c(Cl)c3)Nc3nc(N)nn32)cc1 (stereo not drawn)	69[fluorescence artefact?]	11	34*	-4	17	94	84	18	-3
CCc1nc(SCC(=O)Nc2cccc(C(F)(F)F)c2)c2c(=O)n(C)c(=O)n(C)c2n1	96	5	40	5	6	83	61	14	9
Cn1c(=O)c2c(ncn2CC(=O)Nc2nc(-c3ccccc3Cl)cs2)n(C)c1=O	109[fluorescence artefact?]	4	59	6[fluorescence artefact?]	.	102	44	-2	3[fluorescence artefact?]
O=C(CSc1ncnc2c1oc1ccccc12)N1CCc2ccccc2C1	122	7	97	1	.	101	96	9	18
COc1ccc(CSc2nnnn2Cc2ccccc2)cc1OC	120	-7	82	-5	.	104	105	2	-11
CS(=O)(=O)N1CCN(c2ccccc2NC(=O)Cc2ccc(Cl)cc2)CC1	948*[fluorescence artefact?]	-7	64	1	-11	101	95	9	-5
O=C(CCCc1c[nH]c2ccccc12)N1CCCCCC1	115	1	100	-4	-4	104	98	4	-8
CC(C)c1nc2ccccn2c1NC1CCCCC1	96	14	103	-2	6	97	96	3	2
Cn1c(SCC2CCCCC2)nnc1-c1ccncc1	121[fluorescence artefact?]	-10	85	-2	.	97	92	6	-1
O=C(Oc1cccnc1)c1cc2ccccc2oc1=O	84	9	106	9	-9	100	94	0	27
O=C(CSc1nc(O)cc(=O)n1-c1ccccc1)NCc1ccccc1	93	7	98	6[fluorescence artefact?]	-22	105	90	1	0
CN1C(=O)CC2(CC(=O)N(Cc3ccccc3)C2)C1=O (stereo not drawn)	108	20	102	-11	-8	100	96	2	-16
Cc1cccc(NC(=O)c2ccc(COc3ccc(Cl)cc3Cl)o2)n1	103	16	76	24	6	101	84	-3	-2
Cc1ccc(NC(=O)N2CCC(NC(=O)c3ccccc3C)CC2)cc1	138	-9	91	-5	7	96	101	-1	-8
Cc1nnc(N2CCN(Cc3ccccc3)CC2)[nH]c1=O	83	-6	108	-9	8	97	96	4	0
c1cc2c(cc1Oc1nc(N3CCOCC3)nc(N3CCOCC3)n1)OCO2	81[fluorescence artefact?]	6	96	7	-3	94	95	7	3
Cc1nc2ccccc2n1C(=O)N1CCOCC1	95	18	83	-12[fluorescence artefact?]	0	94	88	3	-23
CC(=NC1CCCCC1)C1=C(O)c2ccccc2C1=O	99[fluorescence artefact?]	-4	62	2	.	106	109	-3	-3
Cc1onc(-c2ccccc2)c1C(=O)Nc1c(C)n(C)n(-c2ccccc2)c1=O	127	-4	92	4	-3	102	99	.	-3
O=C1SCCc2c1n(Cc1ccccc1)c1ccccc21	93	-6	66	-5	-6	88	104	7	7
Cc1ccc(N2CCCn3c2nc2c3c(=O)n(CCN3CCOCC3)c(=O)n2C)cc1	123[fluorescence artefact?]	3	.	-8	.	97	100	1	-3
CN(C)C(=O)c1cc(Br)ccc1Cl	111	1	100	0	-4	97	93	-4	-5
CCCOc1ccc(/C=c2\sc3nc(-c4ccco4)nn3c2=O)cc1OCC	136	1[fluorescence artefact?]	89	46[fluorescence artefact?]	7	91	82	4	44[fluorescence artefact?]
CCc1nnc2n1N=C(c1ccc(OC)cc1)CS2	121	4	19*	2	4	86	73	-2	-1
CCn1c(SCC(N)=O)nnc1-c1cc2c(C)nn(-c3ccccc3)c2s1	98	10	70	-4	-9	101	90	5	19
CCCC(=O)n1nc(-c2ccc(OC)cc2)nc1N	99	6	97	-4	10	97	88	-3	-17
CCCNC(=O)Cn1cnc2sc(C(=O)N3CCN(c4ccc(F)cc4)CC3)c(C)c2c1=O	105	-4	89	7	10	99	97	9	5
CN1CCN(CC(=O)C23CC4CC(CC(C4)C2)C3)CC1	112	-16	94	17	.	110	93	4	23
Cc1nc2cc(S(=O)(=O)N(C)C)ccc2n1-c1ccccc1	120	-7	92	-9	.	101	107	1	-6
CCC1CCCCN1C(=O)CN1C(=O)CSC1=O (stereo not drawn)	109	-4	94	-8	8	104	95	-1	-7
COC(=O)CNC(=O)c1c(-c2ccccc2Cl)noc1C	107	10	101	0	-5	100	99	7	-6
CCC(C)NC(=O)CCS(=O)(=O)c1ccc(Br)s1 (stereo not drawn)	135	1	96	-5	10	101	91	3	-8
COc1nc(-c2ccncc2)nc2ccccc12	94	-10	95	4[fluorescence artefact?]	20	98	82	8	2[fluorescence artefact?]
Cc1cc(C)nc(SCNC(=O)c2ccc(F)cc2)n1	105	-8	98	3	-8	101	100	9	5
CCc1nnc(NC(=O)CSc2nnnn2-c2cccc(C(=O)OC)c2)s1	115	9	94	-4[fluorescence artefact?]	-7	97	95	0	0
CCOc1ccc(NC(=O)CN(C)c2nnnn2-c2ccccc2)cc1OCC	91	-7	92	3	.	98	104	2	-1
CCOC(=O)C1CCN(C(=O)Nc2ccc3oc(C)nc3c2)CC1	102	2	95	7	-60	97	102	1	-8
Cc1cc(=O)n2[nH]c(C)c(-c3ccc(Cl)cc3)c2n1	107	3	36*	-33	.	78	71	9	-20

Screening results: PubChem, several laboratories

This is a subset; rates above refer to the full screens.
